FUS suppressor = suppressors of FUS proteinopathy in yeast; S. cerevisiae FUS-expressing, growth rescue, OD600, 24 h; 390,000 tested, 0.24% active; Potency, µM (highest dose often 76.6 µM), for the others: at the top dose growth rescue (activation), most hits filed as activators;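 further: potency means the concentration at half of the fitted maximal effect; plate controls were DMSO vehicle for no effect and reference control for full effect; nearly all actives have a fitted effect of over 55% in size; some results filed as inactive show a strong effect at the top dose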
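S. cerevisiae expressing FUS from galactose induction served as the toxicity model. Growth after 24hr at 30C, read as absorbance at 600 nm, indicates suppression of toxicity; compounds dosed at several concentrations.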
TDP43 rescue = rescues yeast growth from TDP-43 toxicity | TDP-43 expressing yeast growth rescue, BacTiter-Glo, 24 h | 410,000 tested, 1.8% active | AID 652104 | Potency, µM (titrated, usually from 46.1 µM), without a hit: top-dose growth rescue (activation), usual class: activators; further: potency means the concentration at half of the fitted maximal effect; % of control where 0% means no effect; nearly all actives have a fitted effect of over 50% in size
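Luminescence from BacTiter-Glo reports growth of TDP-43-expressing yeast after 24 hr at 30 deg C with compound. Cells were raffinose-pregrown to mid-log, then seeded in galactose medium at OD600=0.02.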
GLP1R ag = GLP-1 receptor (human) agonism. P43220. HEK293 GLP-1R CRE-luciferase, luminescence, 4-6 h; cells express a hypersensitive GLP-1R form. Potency, µM (top dose mostly 45.6 µM), for the others: at the top dose activation, actives largely listed as activators. 380,000 tested, 0.007% active; further: potency means the concentration at half of the fitted maximal effect; % of control where 0% means no effect
Target sequence (P43220 whole entry, looked up): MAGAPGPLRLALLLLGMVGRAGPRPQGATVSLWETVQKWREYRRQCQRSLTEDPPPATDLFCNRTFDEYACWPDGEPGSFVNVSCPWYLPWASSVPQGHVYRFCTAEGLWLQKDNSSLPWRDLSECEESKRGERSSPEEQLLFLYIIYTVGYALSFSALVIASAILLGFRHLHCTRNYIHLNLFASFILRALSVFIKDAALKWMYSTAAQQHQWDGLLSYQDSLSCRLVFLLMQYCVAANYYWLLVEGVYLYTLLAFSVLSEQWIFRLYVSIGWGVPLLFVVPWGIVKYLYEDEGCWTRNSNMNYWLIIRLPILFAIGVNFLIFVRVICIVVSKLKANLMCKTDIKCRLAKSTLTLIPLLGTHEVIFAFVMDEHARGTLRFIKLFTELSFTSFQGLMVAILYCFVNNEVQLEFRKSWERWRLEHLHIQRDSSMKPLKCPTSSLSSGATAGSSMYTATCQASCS
DRD3 antagonist = D3 dopamine receptor (human) antagonism. P35462. D3R cells, DiscoveRx beta-arrestin luminescence, antagonist mode; active compounds read low. max response, negative = inhibition, %. 360,000 tested, 2.5% active. AID 652054; in the data active means max response below about -50%; inconclusive means no clear call, values can overlap the other calls; further: on the % scale 0 is the no-effect control and ±100 the full control effect; mostly tested at two doses, the higher about 12 µM
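Cells expressing the human receptor were seeded at 1500 cells/well, incubated overnight at 37 degrees C in 5% CO2, then exposed to library compounds with dopamine controls for 90 minutes at 37 degrees C before luminescent detection.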
Abeta rescue = compounds reversing amyloid beta toxicity in yeast | 410,000 tested, 0.063% active | yeast expressing A-beta42, growth rescue, OD600, 48 h; response scale: 0% DMSO, 100% iron-clioquinol control | Potency, µM (top dose mostly 46.1 µM), without a hit: at the highest dose growth rescue, most hits filed as activators | AID 1347071; further: potency means the concentration at half of the fitted maximal effect; nearly all actives have a fitted effect of over 55% in size
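Growth rescue measured by 600 nm absorbance after 48 h yeast culture at 30 C with compound. Values normalized between DMSO and an equimolar ferric chloride plus clioquinol control.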
PTHR1 agonist = PTHR1 (human) receptor agonism | HEK293 GP2 PTHR1 cells, GloSensor cAMP luminescence, 1 h | Potency, µM (series often up to 115 µM), inactives show at the highest dose activation, most hits filed as activators | 410,000 tested, 0.075% active | AID 743266; further: potency means the concentration at half of the fitted maximal effect; nearly all actives have a fitted effect of over 55% in size; some results filed as inactive show a strong effect at the top dose; inactives centre near -15; many of its hits are not listed in these tables
Target sequence (Q03431 whole entry, looked up): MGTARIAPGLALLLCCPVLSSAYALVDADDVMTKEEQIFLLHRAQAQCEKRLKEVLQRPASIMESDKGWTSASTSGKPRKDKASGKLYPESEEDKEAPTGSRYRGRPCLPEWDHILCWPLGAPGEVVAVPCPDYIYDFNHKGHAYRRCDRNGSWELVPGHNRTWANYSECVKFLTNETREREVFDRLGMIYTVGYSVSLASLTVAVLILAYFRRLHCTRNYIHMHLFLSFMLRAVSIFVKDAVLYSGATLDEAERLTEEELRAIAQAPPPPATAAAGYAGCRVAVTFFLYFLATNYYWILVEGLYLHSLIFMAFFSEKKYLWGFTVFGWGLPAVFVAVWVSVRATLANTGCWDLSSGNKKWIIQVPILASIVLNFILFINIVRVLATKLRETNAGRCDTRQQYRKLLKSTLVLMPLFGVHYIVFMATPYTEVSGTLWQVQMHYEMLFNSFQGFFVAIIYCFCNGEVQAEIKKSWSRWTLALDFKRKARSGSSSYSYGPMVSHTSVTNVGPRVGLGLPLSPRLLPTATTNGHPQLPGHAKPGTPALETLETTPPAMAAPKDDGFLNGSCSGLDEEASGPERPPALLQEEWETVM
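HEK-293-derived GP2 cells expressing PTHR1 and a GloSensor cAMP reporter, 3,000/well, plated overnight, given luciferin plus IBMX (each 0.5 mM as added) for 1 h at 37 °C, then compound for 1 h at 37 °C. Luminescence was read after 15 min at room temperature.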
Akt phos inh = blocks phosphorylation of Akt | activity change, % for hits at 50 µM | Neuro2A IGF-stimulated pAkt S473 HTRF, 20 min; active compounds read low | 360,000 tested, 0.32% active | AID 651550; in the data active means activity change below about -80%; inconclusive means mostly about -51% to -80%; further: on the % scale 0 is the no-effect control and ±100 the full control effect
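Neuro2A cells (4,500/well, DMEM with 0.5% FBS) were treated with compound at a single 50 µM final concentration, stimulated with 6 nM IGF for 20 min at 37 °C, and lysed. Phospho-Akt Ser473 was read by HTRF as 665/615 ratio ×10^4.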
GLP1R inv ag = GLP-1 receptor (human) inverse agonism; P43220; HEK293 GLP-1R CRE-luciferase, luminescence, 24 h; GLP-1R form is constitutively active; Potency, µM (titrated, usually from 38.3 µM), inactives show top-dose activity change, negative = inhibition, actives largely listed as inhibitors; 410,000 tested, 1.6% active; AID 624417; further: potency means the concentration at half of the fitted maximal effect; on the % scale 0 is the no-effect control and ±100 the full control effect; nearly all actives have a fitted effect of over 55% in size
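qHTS in 1536-well format: reporter HEK293 cells expressing constitutive GLP-1R activity in DMEM + 10% Nu serum, 24 hr with compounds at 37 deg C, luminescence read after 12 min with detection reagent.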
aSyn yeast inh = inhibitors of alpha-synuclein toxicity in yeast. Yeast expressing alpha-synuclein, growth rescue, BacTiter-Glo, 24 h. Potency, µM (doses to about 46.1 µM), without a hit: top-dose growth rescue (activation), hits mostly activators. 370,000 tested, 0.14% active. AID 652106; further: potency means the concentration at half of the fitted maximal effect; % of control where 0% means no effect; nearly all actives have a fitted effect of over 65% in size
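Readout is rescue of growth in alpha-synuclein-expressing yeast, so inhibitors of toxicity appear as activators. Growth after 24 hr at 30 deg C in galactose medium is quantified by luminescence.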
Active calls of the source: *; [ ] = remark or other dose. Unless noted, the call rests on the fitted dose curve; in most records, active means well fitted curve in the direction sought with a large enough effect; inconclusive means small, poorly fitted or top-dose-only effect, or another doubt; inactive means no such curve, though single readings can be large; an effect the other way counts as inactive or inconclusive. Only part of the results is shown; rates above refer to the full screens.

What do the screens show for `COc1ccccc1-c1nc(S(=O)(=O)c2ccccc2)c(N2CCC(C)CC2)o1`?
FUS suppressor: 37%; TDP43 rescue: 17%; Abeta rescue: -3%; PTHR1 agonist: -8%; GLP1R inv ag: inconclusive

How did CN(c1ccccc1)S(=O)(=O)c1ccc(Cl)c(C(=O)NCCc2c[nH]c3ccccc23)c1 do in these assays?
FUS suppressor: 43%; TDP43 rescue: -11%; GLP1R ag: 7%; DRD3 antagonist: -27; Abeta rescue: -9%; PTHR1 agonist: -73%[inhibitor]; Akt phos inh: inactive; GLP1R inv ag: inconclusive; aSyn yeast inh: -4%

What do the screens show for `CCOC(=O)C1(CCOc2ccccc2)CCN(Cc2ccc(OCC)c(CO)c2)CC1`?
FUS suppressor: 13%; TDP43 rescue: 20%; GLP1R ag: -1%; DRD3 antagonist: -3; Abeta rescue: 2%; PTHR1 agonist: -41%[inhibitor]; Akt phos inh: inactive; GLP1R inv ag: 11µM*; aSyn yeast inh: 0%

What do the screens show for `Cn1c(N2CCCCC2)nc2c1c(=O)n(Cc1cccc(Br)c1)c(=O)n2C`?
TDP43 rescue: inconclusive; GLP1R ag: -10%; DRD3 antagonist: -20; Abeta rescue: 2%; PTHR1 agonist: inactive; Akt phos inh: inactive; GLP1R inv ag: -1%; aSyn yeast inh: 7%

Results for COc1ccccc1NC(=O)CCS(=O)(=O)c1ccc2c(c1)oc(=O)n2C ?
FUS suppressor: -19%; TDP43 rescue: -4%; GLP1R ag: 4%; DRD3 antagonist: -6; Abeta rescue: 7%; PTHR1 agonist: inactive; Akt phos inh: inactive; GLP1R inv ag: 11%; aSyn yeast inh: -15%

What do the screens show for `O=C(CSc1nc2c(sc3ccccc32)c(=O)n1Cc1ccco1)NCC1CCCO1` (stereo not given)?
FUS suppressor: 9%; TDP43 rescue: 7%; GLP1R ag: -2%; DRD3 antagonist: -1; Abeta rescue: inconclusive; PTHR1 agonist: -17%; Akt phos inh: inactive; GLP1R inv ag: -3%; aSyn yeast inh: 11%

How did C[C@H](CO)N1C[C@H](C)[C@@H](CN(C)S(=O)(=O)c2ccc(-c3ccccc3)cc2)OCc2cn(nn2)CCCC1=O do in these assays?
FUS suppressor: 23%; TDP43 rescue: 0%; GLP1R ag: -3%; DRD3 antagonist: 19; Abeta rescue: -7%; PTHR1 agonist: -25%; Akt phos inh: inactive; GLP1R inv ag: 4%; aSyn yeast inh: inconclusive

How did COc1cc(-c2cc(-c3ccc(N)cc3)[nH]c(=O)c2C#N)cc(OC)c1OC do in these assays?
FUS suppressor: 26%; TDP43 rescue: -11%; GLP1R ag: 6%; DRD3 antagonist: 5; Abeta rescue: 6%; PTHR1 agonist: inactive; Akt phos inh: inactive; GLP1R inv ag: 66%[activator]; aSyn yeast inh: 4%

How did CN(Cc1ccccc1)C(=O)C1CCCN1S(=O)(=O)c1ccc2c(c1)n(C)c(=O)c(=O)n2C (stereo not given) do in these assays?
FUS suppressor: 16%; TDP43 rescue: -1%; GLP1R ag: 14%; DRD3 antagonist: -1; Abeta rescue: -9%; PTHR1 agonist: inactive; Akt phos inh: inactive; GLP1R inv ag: 31%[activator]; aSyn yeast inh: -1%

How did CCOCCCNC(=O)CCc1nnc2ccc(N3CCCCC3)nn12 do in these assays?
FUS suppressor: -34%; TDP43 rescue: 17%; GLP1R ag: -4%; DRD3 antagonist: 17; Abeta rescue: -9%; PTHR1 agonist: -7%; Akt phos inh: inactive; GLP1R inv ag: 6%; aSyn yeast inh: 0%

How did O=C(COC(=O)c1cccnc1Cl)c1ccc(OC(F)F)cc1 do in these assays?
FUS suppressor: 0%; TDP43 rescue: 4%; GLP1R ag: 9%; DRD3 antagonist: -25; Abeta rescue: -9%; PTHR1 agonist: -28%; Akt phos inh: inactive; GLP1R inv ag: 21%; aSyn yeast inh: -2%

What do the screens show for `O=C(CC1C(=O)NCCN1C(=O)Nc1ccc(F)cc1F)Nc1cc(Cl)ccc1Cl` (stereo not given)?
FUS suppressor: 17%; TDP43 rescue: -12%; GLP1R ag: 5%; DRD3 antagonist: 10; Abeta rescue: 1%; PTHR1 agonist: inactive; Akt phos inh: inactive; GLP1R inv ag: inconclusive; aSyn yeast inh: 0%

Results for CC(C)(C)c1ccc(-c2ncccc2O)cc1 ?
FUS suppressor: 37%; TDP43 rescue: -27%; GLP1R ag: 7%; DRD3 antagonist: -10; Abeta rescue: -31%; PTHR1 agonist: inactive; Akt phos inh: inactive; GLP1R inv ag: inconclusive; aSyn yeast inh: -20%

What do the screens show for `CCN1C(=O)C(CC(=O)Nc2ccc(OC)cc2)N(CCN2CCOCC2)C1=S` (stereo not given)?
FUS suppressor: -19%; TDP43 rescue: 8%; GLP1R ag: 2%; DRD3 antagonist: -18; Abeta rescue: -1%; PTHR1 agonist: inactive; Akt phos inh: inactive; GLP1R inv ag: -4%; aSyn yeast inh: 6%

What do the screens show for `Cc1ncc(CO)n1Cc1ccc(Cl)cc1`?
FUS suppressor: 3%; TDP43 rescue: 11%; GLP1R ag: 4%; DRD3 antagonist: 11; Abeta rescue: -2%; PTHR1 agonist: inactive; Akt phos inh: inactive; GLP1R inv ag: -8%; aSyn yeast inh: 1%

What do the screens show for `Cc1ccccc1NC(=O)NC1(C(=O)NCCCN2CCOCC2)CCCCC1`?
FUS suppressor: 1%; TDP43 rescue: 11%; GLP1R ag: -10%; DRD3 antagonist: 17; Abeta rescue: 19%; PTHR1 agonist: inactive; Akt phos inh: inactive; GLP1R inv ag: -1%; aSyn yeast inh: -6%

Results for O=[N+]([O-])CC(=Nc1ccc(Cl)cc1)N/N=C\c1oc(O)c2ccccc12 ?
FUS suppressor: 44%; TDP43 rescue: 23%; GLP1R ag: -3%; DRD3 antagonist: 11; Abeta rescue: 0%; PTHR1 agonist: -19%; Akt phos inh: inactive; GLP1R inv ag: inconclusive; aSyn yeast inh: 4%

How did COc1ccccc1NS(=O)(=O)c1cc(C(=O)NCC(c2cccs2)N2CCOCC2)ccc1C (stereo not given) do in these assays?
FUS suppressor: 9%; TDP43 rescue: -2%; GLP1R ag: 3%; DRD3 antagonist: -6; Abeta rescue: 6%; PTHR1 agonist: -25%; Akt phos inh: inactive; GLP1R inv ag: 4%; aSyn yeast inh: -2%

What do the screens show for `O=C(COC(=O)/C=C/c1ccc(Cl)cc1)NC1CCCCCC1`?
FUS suppressor: -10%; TDP43 rescue: 11%; GLP1R ag: 0%; DRD3 antagonist: -2; Abeta rescue: 0%; PTHR1 agonist: -6%; Akt phos inh: inactive; GLP1R inv ag: 4%; aSyn yeast inh: -1%

What do the screens show for `CN(Cc1cccc(F)c1)C(=O)C1CC(=O)N(Cc2ccco2)C1` (stereo not given)?
FUS suppressor: 7%; TDP43 rescue: -8%; GLP1R ag: 0%; DRD3 antagonist: 0; Abeta rescue: -9%; PTHR1 agonist: inactive; Akt phos inh: inactive; GLP1R inv ag: 16%; aSyn yeast inh: -2%

Results for COc1ccc(S(=O)(=O)N2CCCC(C(=O)NCC3CCCO3)C2)cc1C (stereo not given) ?
FUS suppressor: 13%; TDP43 rescue: 0%; GLP1R ag: -25%; DRD3 antagonist: -10; Abeta rescue: -1%; PTHR1 agonist: inactive; Akt phos inh: inactive; GLP1R inv ag: -3%; aSyn yeast inh: 5%

Results for CCc1ccc(NS(=O)(=O)c2ccc3[nH]cc(C(=O)N4CCc5ccccc54)c(=O)c3c2)cc1 ?
FUS suppressor: 9%; TDP43 rescue: 8%; GLP1R ag: -14%; DRD3 antagonist: 3; Abeta rescue: 17%; PTHR1 agonist: inactive; Akt phos inh: inactive; GLP1R inv ag: inconclusive; aSyn yeast inh: -9%

How did COc1ccc(S(=O)(=O)N2CCCCCC2)cc1NC(=O)CN1C(=O)CNC1=O do in these assays?
FUS suppressor: 2%; TDP43 rescue: 12%; GLP1R ag: -1%; DRD3 antagonist: 23; Abeta rescue: 0%; PTHR1 agonist: inactive; Akt phos inh: inactive; GLP1R inv ag: 15%; aSyn yeast inh: -15%

What do the screens show for `O=C(Nc1ccc(Cl)cc1[N+](=O)[O-])c1ccc2c(c1)OCCO2`?
FUS suppressor: 5%; TDP43 rescue: 2%; GLP1R ag: 19%; DRD3 antagonist: -16; Abeta rescue: 5%; PTHR1 agonist: 0%; Akt phos inh: inactive; GLP1R inv ag: 37%; aSyn yeast inh: -2%

What do the screens show for `CCn1c(C(=O)N2CCc3ccccc3C2)cc2sccc21`?
FUS suppressor: 41%; TDP43 rescue: 0%; GLP1R ag: 25%; DRD3 antagonist: 0; Abeta rescue: -2%; PTHR1 agonist: -21%; Akt phos inh: inactive; GLP1R inv ag: inconclusive; aSyn yeast inh: 8%

What do the screens show for `COc1nc(C)ccc1-c1noc(-c2cccnc2)n1`?
FUS suppressor: -12%; TDP43 rescue: 27%; GLP1R ag: 8%; DRD3 antagonist: -4; Abeta rescue: 2%; PTHR1 agonist: inactive; Akt phos inh: inactive; GLP1R inv ag: 8%; aSyn yeast inh: 2%

Results for Cc1occc1-c1nnc(SCC(=O)NC2CCCCC2)o1 ?
FUS suppressor: -11%; TDP43 rescue: 25%; GLP1R ag: 0%; DRD3 antagonist: 2; Abeta rescue: inconclusive; PTHR1 agonist: inactive; Akt phos inh: inactive; GLP1R inv ag: 2%; aSyn yeast inh: 0%

Results for CCOC(=O)c1sc2c(c1C)c(=O)c(C(=O)OCC)cn2CC ?
FUS suppressor: 12%; TDP43 rescue: -1%; GLP1R ag: -8%; DRD3 antagonist: 17; Abeta rescue: -2%; PTHR1 agonist: inactive; Akt phos inh: inactive; GLP1R inv ag: 1%; aSyn yeast inh: 6%
